Bioassay records as filed in PubChem.
AHR activator: AHR activators, primary screen, cell-based, luminescence, luciferase reporter, human | activation, % at 5 µM | AHR-responsive luciferase reporter cells | Aryl hydrocarbon receptor (Homo sapiens), P35869 | 320,000 compounds, 2.5% hits | AID 2796, 2010; in the data active = activation above about 47%;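 also: 0% = vehicle wells and 100% = reference agonist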
LAP4 TOR yeast: modulators of LAP4-GFP expression in yeast, primary screen, S. cerevisiae, multiplex flow cytometry, MLPCN library. 3 h; median GFP as percent of DMSO wells. GFP response vs DMSO, % at 10 µM. 320,000 compounds, 0.34% hits. AID 2023, 2009;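 active = GFP response vs DMSO above a set limit, about the screen mean plus 3 SD, cut at about 150% in these data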
RPL19A TOR yeast: RPL19A-GFP expression modulators in yeast, primary screen, cell-based, S. cerevisiae, multiplex flow cytometry, MLPCN; S. cerevisiae RPL19A-GFP strain, 3 h; hits give low values; percent response vs DMSO, % at 10 µM; 330,000 compounds, 0.3% hits; AID 2025, 2009;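 active = percent response vs DMSO below 50%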;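 also: median channel GFP fluorescence of the barcoded RPL19A-GFP strain; ratio of sample median GFP to plate DMSO average so 100% = DMSO; lower means less RPL19A-GFP as with rapamycin TOR inhibition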
GASC-1 inh: inhibitors of GASC-1 histone demethylase, primary screen, biochemical, fluorescence, DELFIA europium | Lysine-specific demethylase 4C (Homo sapiens), Q9H3R0 | GST-JMJD2C(1-420) H3K9me3 demethylation | inhibition, % at 2.35 µM | 330,000 compounds, 0.069% hits;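 active = more than half of a compound's replicate wells show inhibition beyond 50%, single wells judged on their own value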;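 also: signal counts dimethyl H3K9 product captured on neutravidin plate; 0% = median of DMSO wells and 100% = 0.3 times that DMSO median; strong numbers were not always called active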
Target sequence (Q9H3R0 1-420 limits assumed): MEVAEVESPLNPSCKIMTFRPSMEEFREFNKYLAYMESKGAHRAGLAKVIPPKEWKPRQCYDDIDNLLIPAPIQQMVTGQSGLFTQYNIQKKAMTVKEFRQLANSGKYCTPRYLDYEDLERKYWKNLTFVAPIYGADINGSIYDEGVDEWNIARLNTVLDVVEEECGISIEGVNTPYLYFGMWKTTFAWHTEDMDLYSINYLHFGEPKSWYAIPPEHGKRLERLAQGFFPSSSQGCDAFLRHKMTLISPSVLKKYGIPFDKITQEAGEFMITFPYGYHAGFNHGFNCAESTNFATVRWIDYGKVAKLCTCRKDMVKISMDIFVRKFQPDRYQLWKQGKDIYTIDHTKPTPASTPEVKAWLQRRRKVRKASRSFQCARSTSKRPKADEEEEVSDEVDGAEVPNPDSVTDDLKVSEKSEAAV
proCasp7 act: procaspase-7 activators, primary screen, counter-screen for procaspase-3 activator project, biochemical, absorbance, HTS, human | recombinant procaspase-7, Ac-DEVD-pNA absorbance 405 nm; D23A/D198A/D206A triple mutant, cannot self-cleave; scale: DMSO 0, 5 µM enzyme 100 | activation, % at 8.5 µM | 330,000 compounds, 0.093% hits;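 active = percent activation above the screen-wide mean plus 3 SD, cut at about 25% in these data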
Target sequence (P55210 whole entry D23A/D198A/D206A): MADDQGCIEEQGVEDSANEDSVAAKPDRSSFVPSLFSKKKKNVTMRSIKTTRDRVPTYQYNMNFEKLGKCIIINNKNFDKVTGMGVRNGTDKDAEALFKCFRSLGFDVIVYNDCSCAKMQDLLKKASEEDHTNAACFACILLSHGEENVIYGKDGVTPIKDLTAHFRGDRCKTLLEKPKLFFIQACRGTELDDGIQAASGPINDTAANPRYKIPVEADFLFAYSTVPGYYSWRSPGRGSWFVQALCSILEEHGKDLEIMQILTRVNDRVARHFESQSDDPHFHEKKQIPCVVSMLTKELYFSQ
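Detection: p-Nitroaniline absorbance at 405 nm, read at 0 and 120 min; system: Uncleavable procaspase-7 mutant enzyme; evaluation: % activation from two-timepoint absorbance difference, scaled to controls; times: 1 h enzyme–compound preincubation and 2 h substrate reaction, both 25 °C; buffer or medium: Zinc-free HEPES pH 7.4 with 300 mM NaCl, 0.01% Triton X-100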
MEP2 TOR yeast: modulators of MEP2-GFP levels in yeast, primary screen, S. cerevisiae, multiplex flow cytometry, MLPCN library; GFP response vs DMSO, % at 10 µM; S. cerevisiae MEP2-GFP strain, 3 h; 100% = DMSO control level; 330,000 compounds, 0.51% hits;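 active = GFP response versus DMSO above a set limit, roughly screen mean plus 3 SD, cut at about 180% in these data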;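 also: median GFP fluorescence of the barcode-gated MEP2-GFP cells per well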
procasp3 activ: activators of human procaspase-3 D3A mutant, primary screen, biochemical, absorbance, PC-3 D3A mutant, single concentration. Caspase-3 (Homo sapiens), P42574. recombinant procaspase-3 D3A, Ac-DEVD-pNA absorbance 405 nm. activation, % at 8.5 µM. 330,000 compounds, 0.11% hits;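 active = activation above the mean of all tested compounds plus 3 SD, cut at about 21% in these data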;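 also: 0% = DMSO alone and 100% = DMSO wells spiked with extra 5 µM PC-3 D3A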
Target sequence (P42574 whole entry D9A/D28A/D175A): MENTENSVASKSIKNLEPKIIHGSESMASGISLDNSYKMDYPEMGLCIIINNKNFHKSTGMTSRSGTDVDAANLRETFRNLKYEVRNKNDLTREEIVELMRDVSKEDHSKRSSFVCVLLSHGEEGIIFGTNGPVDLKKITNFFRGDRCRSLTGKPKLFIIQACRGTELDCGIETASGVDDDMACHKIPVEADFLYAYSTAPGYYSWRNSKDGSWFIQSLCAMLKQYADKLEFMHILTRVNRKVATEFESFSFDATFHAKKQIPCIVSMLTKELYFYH
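Test system: Procaspase-3 D3A mutant; medium: Zinc-free HEPES/NaCl buffer with 0.01% Triton X-100 at pH 7.4; reagent: DEVD-pNA substrate; doses: one concentration, 8.5 µM nominal, 0.8% DMSO; times: 1 h preincubation plus 2 h reaction at 25 °C; signal: Epi-absorbance at 405 nm of released p-nitroaniline, 0 and 120 min; replicates: singlicate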
Yeast superoxide: reduction of superoxide in aged yeast, primary screen, HTS; superoxide response (% of plate mean), % at 10 µM; AID 2690, 2010; S. cerevisiae aged cells, superoxide DHE fluorescence; hits give low values; 330,000 compounds, 0.18% hits;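 active = superoxide response under a set limit, about three screen SD below normal, cut at about 65% in these data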;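 also: yeast aged for seven days with compound at 30 °C before DHE staining; 100% = average MFI of all compound-treated wells on the plate with controls excluded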
Numbers without * were called inactive; . = not tested or not shown; & = joins results of further samples.

SMILES	AHR activator	LAP4 TOR yeast	RPL19A TOR yeast	GASC-1 inh	proCasp7 act	MEP2 TOR yeast	procasp3 activ	Yeast superoxide
C=CCc1ccccc1OCC(O)CN1CCN(CCN2C(=O)c3cccc4cccc(c34)C2=O)CC1 (stereo not given)	-3	86	89	-6	10	100	3	115
COc1ccc(CNC(=O)CN(Cc2ccc(Cl)cc2)S(=O)(=O)c2ccccc2)cc1	1	109	103	-16	-4	99	7	89
CCOc1ccc(OCCC(=O)OCC(=O)Nc2ccc(C)c(S(=O)(=O)N3CCCCC3)c2)cc1	-1	103	99	-11	2	103	2	108
CCCSc1nc2c(c(=O)[nH]c(=O)n2C)n1Cc1ccc(C)cc1	-1	107	103	11	-5	95	-4	111
Cc1c(NC(=S)N/C(=N/S(=O)(=O)c2ccc(Cl)cc2)c2ccccc2)c(=O)n(-c2ccccc2)n1C	-1	103	101	-8	-9	105	5	83
Cc1cc(-c2nnc(CCC(=O)NC(C)c3ccccc3Cl)o2)no1 (stereo not given)	0	101	97	-1	4	95	-5	94
N#Cc1cccc(S(=O)(=O)NCc2nnc3ccccn23)c1	-1	100	100	6	-4	104	2	101
O=C(Nc1ccc(OC(F)(F)F)cc1)NC1CCC(Oc2ccc(C(=O)O)cc2)CC1 (stereo not given)	-1	102	91	1	9	87	-7	106
COc1ccccc1CNC(=O)CN1CCN(c2ccc(C(C)=O)cc2)CC1	-1	97	109	2	8	105	-1	117
Cn1nc(SCC(=O)O)sc1=S	0	105	104	1	-5	106	9	100
O=C(COC(=O)c1ccc(Cl)nc1)Nc1ccc2c(c1)OCCO2	-1	109	100	11	-6	99	1	98
Cc1csc(NC(=O)CSc2nc3ccccc3s2)n1	6	107	100	-4	-5	100	2	87
CC1(C)N=C(N)N=C(N)N1c1ccc(C(=O)O)cc1	3	94	101	4	5	99	1	92
COc1ccc(NC(=O)C2C3CCC4C(CCC32)C4(Cl)Cl)cc1 (stereo not given)	2	99	103	2	-1	110	0	108
Cc1ccccc1C(=O)Nc1cc(S(=O)(=O)N2CCOCC2)ccc1N1CCN(C)CC1	0	92	94	-1	4	92	10	113
Cc1cc(N2CC(C)OC(C)C2)n2cc(-c3ccccc3)nc2n1 (stereo not given)	5	118	101	-10	3	127	3	94
CCOc1ncccc1C(=O)OCC(=O)N1c2ccccc2CC1C (stereo not given)	4	95	96	2	2	92	5	112
O=C(Nc1cc(F)ccc1F)C1CCCO1 (stereo not given)	-2	99	99	-3	7	108	3	91
Cc1cc(C)cc(C(=O)OCC(=O)NCc2cccs2)c1	5	92	89	-6	-2	98	2	95
CN1CCN(S(=O)(=O)c2cccc(C(=O)NCCOc3ccccc3)c2)CC1	0	101	97	5	0	112	3	101

Some of these compounds in order of the LAP4 TOR yeast value, highest first:
compound	LAP4 TOR yeast
COc1ccc(CNC(=O)CN(Cc2ccc(Cl)cc2)S(=O)(=O)c2ccccc2)cc1	109
CCCSc1nc2c(c(=O)[nH]c(=O)n2C)n1Cc1ccc(C)cc1	107
Cn1nc(SCC(=O)O)sc1=S	105
CN1CCN(S(=O)(=O)c2cccc(C(=O)NCCOc3ccccc3)c2)CC1	101

4 compounds picked at random from those above, as already listed:
SMILES	AHR activator	LAP4 TOR yeast	RPL19A TOR yeast	GASC-1 inh	proCasp7 act	MEP2 TOR yeast	procasp3 activ	Yeast superoxide
COc1ccc(NC(=O)C2C3CCC4C(CCC32)C4(Cl)Cl)cc1 (stereo not given)	2	99	103	2	-1	110	0	108
Cc1ccccc1C(=O)Nc1cc(S(=O)(=O)N2CCOCC2)ccc1N1CCN(C)CC1	0	92	94	-1	4	92	10	113
Cc1cc(N2CC(C)OC(C)C2)n2cc(-c3ccccc3)nc2n1 (stereo not given)	5	118	101	-10	3	127	3	94
CCOc1ncccc1C(=O)OCC(=O)N1c2ccccc2CC1C (stereo not given)	4	95	96	2	2	92	5	112

Following part:
SMILES	AHR activator	LAP4 TOR yeast	RPL19A TOR yeast	GASC-1 inh	proCasp7 act	MEP2 TOR yeast	procasp3 activ	Yeast superoxide
O=C1/C(=C/c2ccco2)Oc2c1ccc(O)c2CN1CCCCC1	2	104	110	-19	-5	110	-2	91
Cn1nc(C(C)(C)C)c([N+](=O)[O-])c1C(=O)N1CCCCCC1	1	102	96	5	5	105	3	105
Cc1cc(C)n(CC(=O)NC2CCCc3c2cnn3-c2ccc(C)c(C)c2)n1 (stereo not given)	4	106	98	0	3	97	-1	88
COc1ccc(S(=O)(=O)N2CCCC2C(=O)NCC(=O)Nc2cccc(Cl)c2C)cc1 (stereo not given)	2	99	102	-9	4	105	3	110
O=C(CN1CCc2ccccc21)NN1CC(=O)N(c2ccccc2)CC1=O	7	121	105	-12	6	100	-5	87
COc1ccc(OCCNS(=O)(=O)c2ccc3oc4ccccc4c3c2)cc1	4	101	101	-20	-1	101	2	111
CC(O)C(NS(=O)(=O)c1ccc(Cl)cc1)C(=O)OCc1cc([N+](=O)[O-])cc2c1OCOC2 (stereo not given)	1	105	96	-2	1	95	-2	98
Cc1c(NC(=O)NC(C)N2C(=O)C3C4C=CC(C4)C3C2=O)c(=O)n(-c2ccccc2)n1C (stereo not given)	-2	104	100	8	1	103	-2	88
CN(C)c1ccc(CNCCC2CCOC(C)(C)C2)cc1 (stereo not given)	-1	103	95	-21	-9	105	2	106
Cc1nc(CS(=O)c2ccc(Cl)cc2)cc(NCc2ccc(Cl)cc2Cl)n1 (stereo not given)	12	107	97	0	6	100	-1	105
O=C(NN1C(=O)c2ccccc2NC1c1ccccn1)c1ccc(Br)cc1 (stereo not given)	1	102	101	-2	15	101	-1	100
COC(=O)c1c(C)oc2ccc(OC(=O)N3CCOCC3)cc12	29	92	96	-20	-7	93	-1	93
CC1CCCCN1CCCNc1ccc(C(CC(N)=O)NC(=O)Cc2ccc(Cl)cc2)cc1[N+](=O)[O-] (stereo not given)	-4	125	99	3	-3	92	1	96
CC(C)(C)N1CC(c2nc3ccccc3n2CCOc2ccccc2)CC1=O (stereo not given)	4	93	94	3	17	100	1	106
CC1(C)CC2CC(C)(CN2C(=O)Cc2ccccc2)C1 (stereo not given)	2	105	95	3	8	96	1	105
Cc1cc(OC(=O)c2cc([N+](=O)[O-])ccc2Cl)c([N+](=O)[O-])c(=O)[nH]1	0	109	102	172	-8	102	-2	96
O=C(Cc1ccc(Cl)cc1)N/N=C/c1ccccc1	-2	81	104	-1	4	101	1	110
O=C(NCC(NS(=O)(=O)OCC(Cl)(Cl)Cl)c1ccccc1)C(F)(F)F (stereo not given)	2	105	109	-5	-4	102	1	96
Cc1nn(C)c(C)c1NC(=O)c1ccccc1NC(=O)Nc1ccccc1	9	113	101	4	7	101	7	96
O=C(C1CCCCN1S(=O)(=O)c1ccccc1)N1CCN(Cc2ccccc2)CC1 (stereo not given)	-1	103	95	7	4	98	17	106
COc1ccccc1CNCC(=O)Nc1ccc(C(F)(F)F)cc1	1	109	98	-10	0	101	6	103
CCOc1ccc(N2CC(C(=O)Nc3c(C)n(C)n(-c4ccccc4)c3=O)CC2=O)cc1 (stereo not given)	2	100	102	4	10	93	1	106
O=C(c1ccc2nc(Cc3cccc(Cl)c3)oc2c1)N1CCC(O)CC1	-4	98	104	-1	8	101	2	108
O=C(N[C@H]1CCC(=O)N([C@H](CSc2ccccc2)Cc2ccccc2)CC1)OCc1ccccc1	4	101	109	-11	-4	108	-1	106
CC(C)(C)n1nnnc1C(c1cccnc1)N1CCN(c2ccccc2F)CC1 (stereo not given)	2	99	99	52	5	102	2	97
CCCCCCOc1ccc(N2C(=O)CC(N(CCc3ccc(S(N)(=O)=O)cc3)C(C)=O)C2=O)cc1 (stereo not given)	1	94	95	-29	-2	97	-8	104
CCCCN(CC)S(=O)(=O)c1ccc2c(c1)CCCN2C(C)=O	0	101	100	-7	-4	106	10	118
COc1ccccc1-c1nnc(SCC(=O)Nc2ccc(S(N)(=O)=O)cc2)n1N	1	101	98	8	6	97	7	107
CC1CCCCC1NC(=O)CSc1nnc(COc2ccc(Cl)cc2)o1 (stereo not given)	1	99	104	6	-2	105	6	98
CCOC(=O)c1sc(NC(=O)CSc2nc(-c3ccco3)cc(C(F)(F)F)n2)c(C#N)c1C	1	104	105	0&1	0	111	-1	102
CC1=CC(C)[C@@H]2COC(c3ccc(O)cc3)[C@H]1C2C (stereo not given in full)	4	97	105	-10	-2	102	-4	93
COc1ccc(Cn2c(C3CCCCC3)nc3c(c(=O)c4ccccc4n3C)c2=O)cc1	4	99	107	5	-5	106	2	106
COc1ccc(CC(=O)N(C)C2CCCCC2)cc1S(=O)(=O)N1CCOCC1	-1	107	99	-9	10	100	-1	101
O=C(c1cc(=O)c2cc(Cl)ccc2o1)N1CCN(Cc2ccccc2)CC1	3	103	111	3	-1	110	-2	98
NNc1nc(C(F)(F)F)nc2ccccc12	25	100	105	7	-4	100	-11	116
COC(=O)CN(c1nc(C)c(Cl)c(OC)n1)S(=O)(=O)c1ccc(C)cc1	-1	101	94	1	7	95	-4	90
O=C1c2cc(Cl)ccc2OC2(CCNCC2)C12CC(c1ccc(Cl)cc1)=NO2 (stereo not given)	-1	.	.	-9	12	.	2	.
COCCNC(=O)CSc1ccc(-c2nc3ccccc3[nH]2)cn1	6	99	103	-6	1	103	12	97
COc1ccccc1NC(=O)Nc1nc(C(C)(C)C)cs1	21	122	96	7	15	122	2	99
COCCCNC(=S)NNC(=O)c1cc(-c2cccnc2)nc2ccccc12	.	76	106	8	.	98	.	91
COc1ccc(S(=O)(=O)N2CCCCCC2)cc1C(=O)N(C)CC(=O)Nc1ccc(Cl)c(Cl)c1	0	103	103	0	1	103	6	99
CCCS(=O)(=O)C/C(N)=N/OC(=O)c1ccccc1Cl	2	111	99	-28	-10	98	-1	115
O=C(NCc1cccc(C(F)(F)F)c1)C1CC(c2ccccc2C(F)(F)F)=NO1 (stereo not given)	4	.	.	-9&-23	5	.	3	.
CC(=O)Nc1ccc(NC(=O)C(C)Oc2ccccc2C(=O)NCc2ccccc2)cc1 (stereo not given)	-1	103	100	-7	6	102	5	92
CCOC(=O)C(C)Oc1ccc2c(C)cc(=O)oc2c1C(C)=O (stereo not given)	0	103	100	-7	-14	105	5	87
Cc1ccc(OCC(=O)Nc2ccccc2[N+](=O)[O-])c(Br)c1	0	104	94	5	2	96	-1	110
COc1ccc(NC(C)=O)cc1S(=O)(=O)Nc1ccc(S(=O)(=O)N2CCCCC2)cc1	0	92	98	12	1	98	6	108
O=C(NC1CC2CCCC(C1)N2Cc1ccco1)NC12CC3CC(CC(C3)C1)C2 (stereo not given)	1	87	95	-23	2	99	4	93
CC1CCN(C(=O)CCS(=O)(=O)c2cc3c(cc2Cl)NC(=O)CO3)CC1	2	101	107	21	6	105	-5	123
COc1cc(OC)cc(-n2nc(C(=O)NCCCN3CCOCC3)c3ccccc3c2=O)c1	6	94	101	.	-1	103	3	96
